Pf Dd2 inh: P. falciparum Dd2 growth inhibitors, primary screen, SYBR Green fluorescence, single dose replicates; 2.3% of 94,000 active; 72 h; stronger effect = lower value; AID 1159554, 2015; activity change, % at 10 µM; in the data active = activity change below about -80%; inconclusive = no clear call, values can overlap the other calls
C diff growth: C. difficile growth inhibitors, primary screen, HTS | Clostridium difficile clinical isolate growth, OD600, 24 h; stronger effect = lower value | growth activity, negative = inhibition, % at 16 µg/mL (by protocol) | 0.25% of 86,000 active | AID 1259249, 2017;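 active = mean growth activity at or below -80% and every replicate also at or below -80%; inconclusive = mean at or below -80% but some replicate above -80%; inactive = mean growth activity above -80%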;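 also: 0% = DMSO wells and -100% = levofloxacin 16 µg/mL wells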
T cruzi growth: T. cruzi intracellular proliferation inhibitors, primary screen, cell-based, beta-gal Tulahuen parasites, NIH3T3 host, luminescence; T. cruzi beta-gal in NIH3T3, GalScreen luminescence, 90 h; inhibition, % at 8.34 µM; 5.9% of 77,000 active;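 active = mean inhibition above about 93%, with at least 55% of replicates each passing it, limit read from the data, passing the limit was not always enough; inconclusive = only one of those two conditions holds; inactive = neither condition holds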
KDM4C inh: inhibitors of GASC-1 (KDM4C) histone demethylase, primary screen, biochemical, single concentration HTS. Lysine-specific demethylase 4C (Homo sapiens), Q9H3R0. GST-KDM4C 2-372, H3K9me3 peptide, LANCE TR-FRET. inhibition, % at 12.5 µM. 0.15% of 96,000 active. AID 720574, 2013;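 active = mean replicate inhibition above about 25%, with at least 55% of replicates also reaching it, limit read from the data, passing the limit was not always enough; inconclusive = only one of those two conditions met; inactive = neither condition met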
Target sequence (Q9H3R0 2-372 limits assumed): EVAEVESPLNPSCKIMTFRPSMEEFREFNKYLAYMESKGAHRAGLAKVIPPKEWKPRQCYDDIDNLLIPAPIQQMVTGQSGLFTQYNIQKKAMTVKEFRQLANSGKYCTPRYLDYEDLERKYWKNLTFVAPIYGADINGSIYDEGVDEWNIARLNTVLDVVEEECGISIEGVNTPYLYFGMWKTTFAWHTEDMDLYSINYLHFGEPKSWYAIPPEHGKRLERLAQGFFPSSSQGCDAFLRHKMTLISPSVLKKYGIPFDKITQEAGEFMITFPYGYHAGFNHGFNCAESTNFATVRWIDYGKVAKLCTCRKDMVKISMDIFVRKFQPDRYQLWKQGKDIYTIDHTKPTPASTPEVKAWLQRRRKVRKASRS
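material = GST-tagged GASC-1 (JMJD2C) catalytic fragment, aa 2-372 | amount = enzyme final amount 10 nM | medium = HEPES buffer, pH 7.5, plus ascorbate | also added = H3K9me3 peptide substrate, Fe(II), 2-oxoglutarate | dosing = single dose | times = 30 min demethylation and 1 h detection at room temperature | detection = LANCE TR-FRET | read-out basis = Fall in 671/618 emission ratio as inhibition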
An asterisk follows results filed as active; ? = inconclusive; . = not tested or not shown.

structure,Pf Dd2 inh,C diff growth,T cruzi growth,KDM4C inh
CC(C)NC(=O)Nc1ccc2c(c1)C(=O)N([C@@H](C)CO)C[C@@H](C)[C@H](CN(C)C)OCCCC[C@@H](C)O2,-33.2,-0.5,72.3,0.0
O=C(N[C@@H]1CC[C@H](CCNC(=O)C2CC2)O[C@H]1CO)c1ccncc1,.,0.2,.,-3.2
COc1ccc(NC(=O)Nc2cccc3c2O[C@@H](CN(C)Cc2ccc4c(c2)OCO4)[C@H](C)CN([C@@H](C)CO)C3=O)cc1,4.6,4.3,42.9,0.0
COC(=O)C[C@@H]1C[C@@H]2c3cc(NS(C)(=O)=O)ccc3O[C@@H]2[C@@H](CO)O1,28.4,-3.4,-24.7,0.3
CCCNC(=O)N(C)C[C@@H]1Oc2ncc(C#CC3(O)CCCC3)cc2C(=O)N([C@@H](C)CO)C[C@H]1C,7.9,-2.9,.,-0.2
COc1cccc(C(=O)Nc2ccc3c(c2)C(=O)N(C)C[C@H](OC)[C@@H](C)CN(CCc2ccccc2)[C@H](C)CO3)c1,-49.1,.,84.2,-0.2
CCCc1cn(CC[C@@H]2CC[C@@H](NS(=O)(=O)c3ccccc3Cl)[C@H](CO)O2)nn1,-9.3,-3.0,41.3,4.2
CCCNC(=O)C[C@@H]1C[C@H]2c3cc(NS(=O)(=O)c4ccccc4)ccc3O[C@H]2[C@@H](CO)O1,3.1,-1.3,-6.7,0.2
C[C@H]1CCCCO[C@H](CN(C)S(=O)(=O)c2cccs2)[C@@H](C)CN([C@@H](C)CO)C(=O)c2cc(NC(=O)Nc3ccccc3)ccc2O1,.,-7.1,107.1*,-1.2
C[C@@H]1CN([C@H](C)CO)C(=O)c2cc(N(C)C)ccc2O[C@@H](C)CCCCO[C@@H]1CN(C)S(=O)(=O)c1ccc(F)cc1,-42.4,1.4,86.4,2.7
O=C(C[C@H]1C[C@H]2c3cc(NC(=O)c4cccnc4)ccc3O[C@H]2[C@H](CO)O1)NCc1ccccn1,4.3,0.7,.,13.6
C[C@@H]1CCCCO[C@H](CN(C)C(=O)Nc2cccc3ccccc23)[C@@H](C)CN([C@H](C)CO)C(=O)c2cc(NC(=O)NC3CCCCC3)ccc2O1,8.1,3.9,-4.1,-1.3
COC(=O)[C@@H]1[C@@H](CO)[C@@H]2Cn3c(ccc(-c4ccccc4F)c3=O)[C@@H]2N1Cc1ccncc1,.,-2.8,23.5,3.6
Cc1ccccc1S(=O)(=O)NCC[C@@H]1CC[C@H](NC(=O)C2CCC2)[C@H](CO)O1,-14.8,1.0,.,-2.9
C[C@@H]1CN([C@H](C)CO)C(=O)c2cccc(NC(=O)C3CCOCC3)c2O[C@@H]1CN(C)Cc1ccc(C(F)(F)F)cc1,-22.5,6.6,34.3,-0.5
CC=Cc1ccc2n(c1=O)C[C@H]1[C@H](CO)[C@@H](C(=O)NC3CCC3)[C@@H]2N1Cc1ccncc1 (mixture of isomers),39.3,-3.8,.,-0.7
CNC(=O)C[C@@H]1CC[C@@H]2[C@H](COc3ccc(NC(=O)Nc4cccc(C)c4)cc3C(=O)N2C)O1,-9.6,-1.4,36.6,0.2
CCCNC(=O)N(C)C[C@H]1Oc2ncc(C#C[C@@H](C)O)cc2C(=O)N([C@@H](C)CO)C[C@@H]1C,29.7,1.0,6.7,0.7
C[C@@H]1CN([C@H](C)CO)C(=O)Cc2cc(NC(=O)CCCCCC(=O)Nc3ccccc3N)ccc2O[C@H]1CN(C)Cc1ccccc1,-53.0,-12.3,21.1,7.7
CN1C(=O)c2cc(NC(=O)c3ccccc3Cl)ccc2OC[C@H]2O[C@@H](CC(=O)Nc3ccc4c(c3)CCC4)CC[C@@H]21,-10.9,46.2,83.2,-6.5
C[C@@H]1CN([C@H](C)CO)C(=O)Cc2cc(NC(=O)Nc3cccc4ccccc34)ccc2O[C@H]1CN(C)S(C)(=O)=O,3.0,1.2,25.8,1.1
COc1cccc(-c2ccc3n(c2=O)C[C@H]2[C@H](CO)[C@@H](C(=O)N(C)C)[C@@H]3N2CC2CC2)c1,3.7,-1.5,23.7,-0.1
C[C@H]1CN([C@@H](C)CO)C(=O)c2cc(-c3ccncc3)cnc2O[C@H]1CN(C)C(=O)c1cccc(F)c1,-27.8,0.5,-33.3,-1.0
CCC(=O)Nc1ccc2c(c1)C(=O)N(C)C[C@@H](OC)[C@@H](C)CN(C(=O)c1cccnc1)[C@H](C)CO2,-6.4,1.1,0.2,0.3
CN(C)C(=O)C[C@@H]1C[C@H]2c3cc(NC(=O)C4CCC4)ccc3O[C@H]2[C@H](CO)O1,2.5,1.2,-12.8,35.8*
COc1ccc2c3c(n(C)c2c1)[C@H](CO)N(C(=O)C1CCOCC1)CC31CCN(C(=O)C2CCOCC2)CC1,5.6,-6.4,.,-0.3
COc1cccc(NC(=O)N2C[C@@H](O)COC[C@@H]3O[C@H](CC(=O)NC4CCCC4)CC[C@H]32)c1,1.5,.,34.1,0.4
CC(C)NC(=O)N1C[C@@H]2[C@H](c3ccccc31)[C@H](CO)N2C(=O)c1ccncc1,-25.5,-0.3,-31.0,4.0
CO[C@@H]1CN(C)C(=O)c2ccc(NC(C)=O)cc2OC[C@@H](C)N(Cc2ccccc2F)C[C@@H]1C,-3.0,.,88.4,0.4
C[C@H](CO)N1C[C@H](C)[C@@H](CN(C)C(=O)Nc2ccc(C(F)(F)F)cc2)Oc2ccc(NS(C)(=O)=O)cc2CC1=O,6.7,4.3,22.5,0.0
CN1C(=O)c2cc(NC(=O)c3ccc(C(F)(F)F)cc3)ccc2OC[C@@H]2O[C@@H](CC(=O)NC3Cc4ccccc4C3)CC[C@H]21,-12.2,36.4,99.8*,-0.5
COCC(=O)N1[C@H](C#N)[C@H](c2ccc(C#CCC3CCCC3)cc2)[C@@H]1CO,-38.2,6.9,92.5,-0.2
Cc1ccc(S(=O)(=O)N(C)C[C@H]2Oc3c(NS(=O)(=O)c4cccs4)cccc3C(=O)N([C@@H](C)CO)C[C@@H]2C)cc1,19.3,-6.5,33.7,12.2
O=C(N[C@H]1CC[C@H](CCNC(=O)C2CCC2)O[C@@H]1CO)c1ccncc1,12.7,1.2,.,1.4
O=C(N[C@H]1CC[C@H](CCn2cc(-c3ccccn3)nn2)O[C@@H]1CO)c1ccc(F)cc1,-23.4,.,-19.3,0.3
O=S(=O)(N[C@H]1CC[C@H](CCn2cc(C3(O)CCCC3)nn2)O[C@H]1CO)c1ccccc1,-2.9,1.4,-7.9,-1.7
O=C(NC1Cc2ccccc2C1)[C@H]1[C@H](CO)[C@H]2Cn3c(cccc3=O)[C@@H]1N2Cc1ccccc1F,2.9,-3.5,15.2,-2.9
C[C@H]1CN([C@@H](C)CO)C(=O)Cc2cc(NS(=O)(=O)c3ccc(Cl)cc3)ccc2O[C@H]1CN(C)Cc1ccc(C(=O)Nc2ccccc2N)cc1,-79.9,-0.7,.,-1.2
C[C@@H]1CN([C@H](C)CO)C(=O)c2cccc(NC(=O)c3ccncc3)c2O[C@@H]1CN(C)CC1CCCCC1,4.6,2.8,5.0,-2.2
C[C@H](C(=O)N(C)C[C@@H]1OCc2ccccc2-c2ccccc2C(=O)N([C@@H](C)CO)C[C@@H]1C)c1ccccc1,12.9,3.7,-38.3,0.2
C[C@H](CO)N1C[C@H](C)[C@H](CN(C)Cc2ccc3c(c2)OCO3)Oc2ccc(NS(=O)(=O)c3ccc(Cl)cc3)cc2CC1=O,-6.1,-13.6,86.3,0.1
CCCNC(=O)N1C[C@@H](C)[C@H](OC)CN(C)C(=O)c2ccc(NC(=O)CCC)cc2OC[C@H]1C,24.9,.,14.1,-0.3
CCS(=O)(=O)N1CC2(CN(C)[C@@H](CO)c3c2c2ccc(OC)cc2n3C)C1,8.6,2.3,.,0.0
C[C@@H]1CN([C@H](C)CO)C(=O)c2cc(NC(=O)Cn3cnnn3)ccc2O[C@H]1CN(C)Cc1ccc(C(F)(F)F)cc1,-5.5,-1.2,44.1,-1.0
O=C(Cc1ccncc1)NCC[C@H]1CC[C@H](NC(=O)C2CCOCC2)[C@H](CO)O1,2.0,3.7,-17.1,-1.7
CN1CCN(C(=O)C[C@H]2CC[C@H]3[C@@H](COC[C@H](O)CN3C(=O)C3CCCC3)O2)CC1,11.5,.,-3.9,2.0
C[C@@H]1CN([C@H](C)CO)S(=O)(=O)c2ccc(-c3ccccc3)cc2O[C@H]1CN(C)Cc1cccc(F)c1,-54.7,40.2,118.4*,-1.0
CCS(=O)(=O)Nc1ccc2c(c1)C(=O)N(C)[C@@H]1CC[C@H](CC(=O)N[C@@H]3CCN(Cc4ccccc4)C3)O[C@@H]1CO2,.,1.2,53.9,-1.3
CCS(=O)(=O)N1[C@H](CO)[C@H](c2ccc(C3=CCCCC3)cc2)[C@@H]1C#N,4.9,-11.5,61.4,-0.2
O=C(NCCN1CCCCC1)[C@H]1N[C@H]2c3ccc(-c4ccccc4)c(=O)n3C[C@H]2[C@@H]1CO,33.5,2.9,.,-1.9
Cc1ccc(S(=O)(=O)N(C)C[C@H]2Oc3ccc(NC(=O)CCCCCC(=O)Nc4ccccc4N)cc3C(=O)N([C@H](C)CO)C[C@@H]2C)cc1,-70.0,5.9,.,-0.3
COC(=O)C[C@H]1C[C@H]2c3cc(NS(C)(=O)=O)ccc3O[C@H]2[C@@H](CO)O1,31.7,-3.0,-21.0,1.0
O=C(Nc1ccc(Cl)c(Cl)c1)N[C@@H]1CC[C@@H](CCn2cc(C3CC3)nn2)O[C@H]1CO,-6.6,3.7,.,-0.5
C[C@H](CO)N1C[C@H](C)[C@@H](CN(C)S(=O)(=O)c2ccc(F)cc2)OCCCC[C@H](C)Oc2ccc(NC(=O)c3ccncc3)cc2C1=O,-36.6,-3.0,78.4,0.5
CN(C)C(=O)c1cccc(-c2ccc3c(c2)[C@H]2[C@H](CCN2C(=O)Nc2cccc(F)c2)[C@@H](CO)N3C)c1,-16.3,-10.1,14.8,7.0
Cc1cccc(S(=O)(=O)N2CCCCN3[C@H](CO)[C@@H](c4ccc(C#CC(C)C)cc4)[C@H]3C2)c1,-41.6,3.0,?,-0.3
COc1ccc(CN(C)C[C@H]2Oc3ccc(NS(=O)(=O)c4ccccc4)cc3C(=O)N([C@H](C)CO)C[C@@H]2C)cc1,-59.0,-4.4,.,0.9
CN1c2ccc(-c3ccccc3F)cc2[C@@H]2[C@@H](CCN2C(=O)NC2CCCCC2)[C@@H]1CO,-51.0,8.8,.,9.3
C/C=C/c1ccc([C@H]2[C@@H](C#N)N(C(=O)NC3CCCC3)[C@@H]2CO)cc1,-83.7*,0.4,51.7,-2.4
CO[C@H]1CN(C)C(=O)c2ccc(NC(C)=O)cc2OC[C@@H](C)N(C(=O)c2ccc(F)cc2)C[C@H]1C,0.7,.,-20.7,5.6

Other structures
structure,Pf Dd2 inh,C diff growth,T cruzi growth,KDM4C inh
Cc1noc(C)c1S(=O)(=O)Nc1ccc2c(c1)C(=O)N([C@H](C)CO)C[C@@H](C)[C@H](CN(C)Cc1ccc3c(c1)OCO3)OCCCC[C@H](C)O2,-41.2,2.0,60.4,7.7
CN(C)CC(=O)N1[C@@H]2c3ccc(C4=CCCCC4)c(=O)n3C[C@H]1[C@H](CO)[C@H]2C(=O)NCC1CC1,.,-1.6,10.2,2.4
CN1CCN(C(=O)C[C@@H]2CC[C@H]3[C@@H](COC[C@H](O)CN3CC3CCCC3)O2)CC1,17.6,-2.6,.,2.5
O=C(c1cccnc1)N1CCCCN2[C@H](C1)[C@@H](c1ccc(C#Cc3cccnc3)cc1)[C@@H]2CO,1.9,-11.7,82.7,-1.1
CCC(=O)Nc1ccc2c(c1)C(=O)N(C)C[C@H](OC)[C@H](C)CN(Cc1ccccc1)[C@@H](C)CO2,-22.7,.,-1.9,0.5
COc1ccc(NC(=O)N(C)C[C@H]2Oc3ccc(NS(=O)(=O)c4ccc(C)cc4)cc3C(=O)N([C@@H](C)CO)C[C@H]2C)cc1,-7.3,.,25.2,-1.0
CO[C@H]1CN(C)C(=O)c2ccc(NC(C)=O)cc2OC[C@@H](C)N(C(=O)c2ccncc2)C[C@@H]1C,-2.4,.,17.2,5.7

In the list so far, 2 have a thiophene ring, fused or not:
structure,Pf Dd2 inh,C diff growth,T cruzi growth,KDM4C inh
C[C@H]1CCCCO[C@H](CN(C)S(=O)(=O)c2cccs2)[C@@H](C)CN([C@@H](C)CO)C(=O)c2cc(NC(=O)Nc3ccccc3)ccc2O1,.,-7.1,107.1*,-1.2
Cc1ccc(S(=O)(=O)N(C)C[C@H]2Oc3c(NS(=O)(=O)c4cccs4)cccc3C(=O)N([C@@H](C)CO)C[C@@H]2C)cc1,19.3,-6.5,33.7,12.2

Screening data as filed in PubChem.
